# WRN inhibitor: blocks human WRN helicase; Q14191; WRN helicase unwinding, fluorescent forked duplex, kinetic; Potency, µM (series often up to 114 µM), for the others: top-dose activity change, negative = inhibition, hits mostly inhibitors; hit rate 0.46% among 360,000; further: potency means the concentration at half of the fitted maximal effect; on the % scale 0 is the no-effect control and ±100 the full control effect; nearly all actives have a fitted effect of over 55% in size
#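 Primary qHTS, 1536-well format. 20 nM WRN + compound, 15 min RT; start with 100 nM forked fluorophore/quencher duplex, 2 mM ATP (final); kinetic read ex 525/em 598 nm.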
# CCT modulator: modulators of cytosolic chaperonin (CCT/TRiC) activity; purified chaperonin ATPase assay, HTRF ADP detection, 30 min; activity change, % (concentration not given with the values), hits read low; hit rate 0.3% among 360,000; in the data active means activity change below about -30%; further: on the % scale 0 is the no-effect control and ±100 the full control effect
#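 Nucleotide hydrolysis assay: TRiC at 20–40 nM final (set by batch activity) with 10 uM ATP, 30 min at 37 °C, in presence of 76 uM compound. Detection by competitive ADP HTRF, 30 min ambient.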
# EPAC2 ag: activates human EPAC2 exchange factor. Q8WZA2. hit rate 0.079% among 360,000. AID 720711. EPAC2 activation, biochemical qHTS; response scale: 100% = 6.5 mM cAMP response. Potency, µM (top dose mostly 154 µM), for the others: at the highest dose activation, actives largely listed as activators; further: potency means the concentration at half of the fitted maximal effect; nearly all actives have a fitted effect of over 50% in size
#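 Each well held 100 nM EPAC2, 250 nM RAP1B-BODIPY-GDP and 50 uM GDP. Fluorescence, read at 5-min intervals to 30 min, was referenced to a 6.5 mM cAMP positive control.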
# IL-2 act: IL-2 activation | hit rate 0.065% among 360,000 | AID 652025 | activation, % (series mostly up to about 46 µM) | IL-2 activation reporter assay, cell-based qHTS; stimulated with anti-CD3/CD4/CD28 beads; in transgenic mouse T cells; in the data active means activation above about 50%; inconclusive means mostly about 30% to 49%; further: 0% is about no effect
#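 Unstimulated transgenic mouse T cells, 750 per well, received compound and, after 60 minutes, anti-CD3/anti-CD4 bead plus anti-CD28 stimulation. EGFP and DsRed were quantified after 18 hours.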
# EPAC1 antagonist: EPAC1 (human) antagonism; O95398; Potency, µM (doses to about 115 µM), for inactives: at the top dose activity change, negative = inhibition, actives largely listed as inhibitors; EPAC1 GEF assay, Rap1b-BODIPY-GDP exchange fluorescence; AID 720709; hit rate 0.14% among 360,000;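 further: potency means the concentration at half of the fitted maximal effect; plate controls were vehicle for no effect and positive control for full effect; nearly all actives have a fitted effect of over 50% in size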
# PLK1 PBD block: PLK1 (human) polo-box domain binding inhibition | Potency, µM, inactives show max response, negative = inhibition, actives largely listed as inhibitors | AID 720504 | hit rate 2.8% among 360,000 | Plk1 PBD binding of FITC phosphopeptide, fluorescence polarization; further: potency means the concentration at half of the fitted maximal effect; series mostly up to about 57 µM; on the % scale 0 is the no-effect control and ±100 the full control effect; nearly all actives have a fitted effect of over 65% in size
# Target sequence (P53350 whole entry, looked up, the tested form may be a part): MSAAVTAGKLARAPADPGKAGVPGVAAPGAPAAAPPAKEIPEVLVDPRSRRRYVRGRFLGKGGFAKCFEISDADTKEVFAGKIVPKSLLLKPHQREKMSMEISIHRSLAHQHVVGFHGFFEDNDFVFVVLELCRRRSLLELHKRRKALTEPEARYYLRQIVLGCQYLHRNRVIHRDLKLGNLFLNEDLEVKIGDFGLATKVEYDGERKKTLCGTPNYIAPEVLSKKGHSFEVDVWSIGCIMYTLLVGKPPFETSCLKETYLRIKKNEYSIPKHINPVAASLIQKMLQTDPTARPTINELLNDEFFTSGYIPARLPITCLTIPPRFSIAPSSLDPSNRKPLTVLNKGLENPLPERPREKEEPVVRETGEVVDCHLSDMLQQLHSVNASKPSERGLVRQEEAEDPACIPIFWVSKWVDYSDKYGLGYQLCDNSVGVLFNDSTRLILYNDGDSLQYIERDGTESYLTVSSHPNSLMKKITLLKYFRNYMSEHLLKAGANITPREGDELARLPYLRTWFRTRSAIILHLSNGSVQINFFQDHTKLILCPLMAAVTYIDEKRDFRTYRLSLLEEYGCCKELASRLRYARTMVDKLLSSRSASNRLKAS
# EPAC1 ag: EPAC1 (human) agonism; hit rate 0.073% among 360,000; EPAC1 agonist qHTS, biochemical assay; response scale: 100% = response to 6.5 mM cAMP; Potency, µM (series often up to 154 µM), without a hit: at the top dose activation, hits mostly activators; O95398; AID 720707; further: potency means the concentration at half of the fitted maximal effect; nearly all actives have a fitted effect of over 60% in size
#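 Nucleotide exchange by EPAC1 (100 nM) on Rap1B–BODIPY-GDP (250 nM) in the presence of 50 uM GDP is tracked fluorescently at 480/540 nm over 30 min. Signals are normalized to a 6.5 mM cAMP control.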
# PI5P4Ka inh: blocks human PI5P4K alpha kinase activity; PI5P4Kalpha enzyme, ADP-Glo luminescence, 60 min; active compounds read low; P48426; hit rate 1.2% among 330,000; max response, %; active means max response of -50% or lower; inconclusive means between -30% and -50%; inactive means -30% or higher; further: value at the top dose of about 77 µM; on the % scale 0 is the no-effect control and ±100 the full control effect
# Target sequence (P48426 whole entry, looked up): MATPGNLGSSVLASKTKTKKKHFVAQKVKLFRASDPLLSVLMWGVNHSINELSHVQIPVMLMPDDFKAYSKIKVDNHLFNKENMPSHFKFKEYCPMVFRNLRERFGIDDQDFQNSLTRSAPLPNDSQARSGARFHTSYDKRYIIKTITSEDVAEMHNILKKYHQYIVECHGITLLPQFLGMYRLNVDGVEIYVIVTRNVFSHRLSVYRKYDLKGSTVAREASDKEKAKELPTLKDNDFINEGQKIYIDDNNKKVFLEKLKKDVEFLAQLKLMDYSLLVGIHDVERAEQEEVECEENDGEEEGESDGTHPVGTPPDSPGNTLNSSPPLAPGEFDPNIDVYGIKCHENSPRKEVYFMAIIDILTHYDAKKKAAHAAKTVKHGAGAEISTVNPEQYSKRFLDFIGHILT
#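 Luminescence from ADP-Glo served as readout of PI5P4Kalpha activity in a qHTS format. Reaction: enzyme, substrate, compound, ATP at 5 microM final, 60 min at RT.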
# * marks the source's active call; other numbers are inactive results; ? = inconclusive; . = not tested or not shown; & = joins results of further samples; [ ] = dose if it differs, or a comment. Unless noted, the call rests on the fitted dose curve; in most records, active means well fitted curve in the direction sought with a large enough effect; inconclusive means small, poorly fitted or top-dose-only effect, or another doubt; inactive means no such curve, though single readings can be large; an effect the other way counts as inactive or inconclusive. Some of the compounds tested; rates above refer to the full screens.
SMILES,WRN inhibitor,CCT modulator,EPAC2 ag,IL-2 act,EPAC1 antagonist,PLK1 PBD block,EPAC1 ag,PI5P4Ka inh
C[C@H](CO)N1C[C@H](C)[C@H](CN(C)S(=O)(=O)c2cccs2)Oc2ccc(NC(=O)Nc3ccc4c(c3)OCO4)cc2CC1=O,-5%,-1.0,0%,-0.5,-9%,-8%,1%,-18
CCCCn1c(N)c(N(CC(C)C)C(=O)c2ccc(COc3ccccc3)o2)c(=O)[nH]c1=O,4%,-4.3,-12%,-0.4,1%,-7%,8%,-4
Cc1nn2c(NC(C)C)c3c(nc2c1-c1ccccc1)CCC3,-22%,-0.5,18%,-0.6,4%,2%,1%,9
CCCCNC(=O)CSc1nc2cc3c(cc2c(=O)n1CCC(=O)NCCc1ccc(OC)c(OC)c1)OCO3,-3%,-1.0,4%,1.3,-27%,-9%,5%,-9
Cc1cccc(N=C2NN=C(c3ccc4c(c3)OCCO4)CS2)c1,-6%,-1.0,11%,8.9,0%,-10%,7%,.
COC(=O)NCc1cc2cc(Cl)ccc2[nH]1,-2%,0.1,-1%,-3.4,9%,-1%,-9%,.
CCOC(=O)C1CCN(C(=O)CN(c2ccc(Oc3ccccc3)cc2)S(C)(=O)=O)CC1,-6%,-1.2,-1%,-1.1,-18%,0%,-12%,-3
O=C1CN(C(=O)c2ccccc2)C(c2ccccc2)c2cc(Cl)ccc2N1 (centres undefined),-18%,-7.4,18%,-0.7,-14%,-13%,4%,0
CCOC(=O)CN1C(=O)/C(=C/c2ccc(Cl)cc2)Oc2ccccc21,-3%,-2.6,15%,-0.5,1%,-6%,-1%,11
COc1ccc(OC)c(NC(=S)Nc2ccccc2)c1,-28%,-2.0,6%,1.2,2%,-19%,-1%,-2

# Reprinted from the part before: two entries; new compounds follow.
SMILES,WRN inhibitor,CCT modulator,EPAC2 ag,IL-2 act,EPAC1 antagonist,PLK1 PBD block,EPAC1 ag,PI5P4Ka inh
CCOC(=O)CN1C(=O)/C(=C/c2ccc(Cl)cc2)Oc2ccccc21,-3%,-2.6,15%,-0.5,1%,-6%,-1%,11
COc1ccc(OC)c(NC(=S)Nc2ccccc2)c1,-28%,-2.0,6%,1.2,2%,-19%,-1%,-2
Cc1ccc(S(=O)(=O)N2CCOCC2)cc1C(=O)NC1CCCC1,2%,-1.9,4%,-1.8,2%,-5%,1%,-6
OC(Cn1cccn1)c1ccccc1 (centres undefined),-4%[57.1 µM],1.1,-3%,1.6,-4%,-3%,0%,7
CN[C@H](C(=O)NC[C@H]1O[C@@H](n2cnc3c(N)ncnc32)[C@H](O)[C@@H]1O)[C@@H](C)OCc1ccccc1,-1%,-5.1,12%,1.4,0%,-5%,-3%,0
CCOC(=O)c1ccc(Nc2nc(=O)c3cccnc3s2)cc1,2%,-3.8,-3%,1.3,5%,-5%,2%,.
O=C(NC(Cc1ccccc1)c1nc2ccccc2[nH]1)c1cccc([N+](=O)[O-])c1 (centres undefined),8%,0.0,15%,-3.4,-7%,1%,3%,-6
CCOC(=O)c1[nH]c(C)c(C(=O)OC)c1C,-6%,-0.8,15%,1.7,-23%,6%,4%,2
Cc1ccc(N2C(=O)c3ccccc3C2=O)cc1Cl,-7%,-0.1,12%,0.1,-11%,-6%,12%,10
CC1CC(=O)c2cnc(NCc3ccco3)nc2C1 (centres undefined),1%,-1.1,4%,-2.4,16%,-3%,-8%,0
CC(=O)[C@H]1CC[C@H]2[C@@H]3C=CC4=CC(=O)CC[C@@]4(C)[C@@H]3CC[C@]12C,4%,-1.9,3%,0.2,-7%,-9%,1%,0
Cc1ccc(C)c(/C=N/NC(=S)NCCc2ccccc2)c1,-10%,-1.0,10%,-0.2,-22%,1%,-2%,14
Cc1ccc(-n2c(Cn3c(C)nc4ccccc43)n[nH]c2=S)cc1,8%,-0.8,22%,0.8,2%,-4%,-13%,-6
Cc1nn(-c2nc(-c3ccco3)cc(C(F)(F)F)n2)c(C)c1Br,-3%,-2.3,-24%,0.1,-13%,-6%,3%,-7
COc1ccc(CNC(=O)C2(C)Cc3ccccc3C(=O)O2)cc1 (centres undefined),12%,0.8,16%,-0.5,1%,-5%,3%,-5
C=CCn1c(SCC(=O)NCCO)nc2sc(C)c(C)c2c1=O,-6%,-0.4,6%,-0.6,11%,-5%,10%,2
O=C(Nc1ncccc1O)c1ccc2c(c1)OCCO2,-5%,1.7,4%,-0.9,4%,-6%,?,-9
O=C1CCCN1CC(=O)N1CCCC(Nc2cccc(F)c2)C1 (centres undefined),7%,-2.4,2%,1.8,11%,7%,0%,-4
CCOc1ccc(S(=O)(=O)N(C)c2ccc(OCC(=O)NCc3ccco3)cc2)cc1,-12%,2.5,9%,1.4,11%,-12%,2%,-2
Cn1c(=O)cc(OCC(=O)NCCCN2CCN(c3ccccc3F)CC2)c2ccccc21,8%,-0.2,-2%,-1.6,6%,-2%,-2%,.
C=CCn1c(SCC(=O)Nc2sc3c(c2C#N)CCC(C)C3)nc2cc(C(=O)O)ccc2c1=O (centres undefined),?,-2.3,15%,0.8,?,?,23%,-53*
CC(=O)C1=CCC(c2ccc(Cl)cc2)N(S(=O)(=O)c2ccc(C)cc2)C1 (centres undefined),-5%&-20%,1.1&-2.7,17%&9%,-0.8&-0.5,-8%&-12%,-7%&-2%,2%&1%,6&-6
O=C(CCc1ccccc1)NCc1ccc(F)cc1,-1%,2.2,-2%,-1.8,9%,7%,1%,6
CC(C)c1cc(CNC(=O)c2ccc(OC3CCN(Cc4ccccn4)CC3)cc2)on1,1%,-0.6,-4%,5.9,3%,-28%,-16%,8
Cc1ccc(S(=O)(=O)N(CC(=O)Nc2cccnc2)c2cccc(Br)c2)cc1,-13%,-2.3,12%,0.7,-7%,-10%,3%,0
Cc1ccc2c(c1)N(CCC(=O)NC1CC1)C(=O)C(C)O2 (centres undefined),2%,-1.7,7%,-0.3,-1%,-3%,5%,.
CCOc1ccc(-n2c(Cc3cc(=O)[nH]c(=O)[nH]3)nnc2SCC(N)=O)cc1,-10%,0.0,7%,-0.6,-4%,-9%,1%,.
CC1CN(C(=O)COC(=O)c2cc3ccccc3cc2O)CC(C)O1 (centres undefined),-29%,2.6,-14%,2.5,1%,-13%,2%,-6
CCOc1ccc(OCCCCOc2ccccc2C(C)=O)cc1,-10%,-0.3,3%,-0.5,-19%,-1%,5%,22
CC1CCCN(C(=O)CN2C(=O)CSc3ccc(S(=O)(=O)N4CCOCC4)cc32)C1 (centres undefined),-4%,-0.2,-1%,-2.7,-20%,27µM*,10%,0
Cc1cc(=O)nc2c3ccccc3n(CC(=O)Nc3ccccc3Br)n12,1%,-0.9,1%,1.1,-12%,-7%,1%,-7
CS(=O)(=O)c1nc(-c2ccc(Br)cc2)n[nH]1,2%,1.5,-6%,-0.3,10%,-5%,-3%,-17
CCOC(=O)c1ccc(N/N=C/c2cc(Br)cc([N+](=O)[O-])c2O)cc1,-12%[11.6 µM],-3.4,-2%,0.0,6%,?,4%,-11
COC(=O)C1C/C(=N/NS(=O)(=O)c2ccc(C)cc2)CS1 (centres undefined),4%,-1.9,11%,-2.8,-3%,-16%,5%,0
Cc1noc(/C=C/c2ccccc2F)c1S(=O)(=O)N1CCC(C(=O)N2CCN(C)CC2)CC1,-4%,0.7,-8%,-2.4,4%,-21%,12%,6
CC(=O)N1CCN(C(=O)CCNS(=O)(=O)c2ccc(Br)cc2)CC1,4%,-2.1,3%,0.2,-9%,3%,-6%,1
Cc1ccc(CN(c2ccc(C(=O)N3CCc4ccccc4C3)cc2)S(C)(=O)=O)cc1,-6%,-0.3,-3%,-2.5,-15%,-5%,2%,.
CCn1c(CSc2nc(C)cc(C)n2)nnc1SCC(=O)Nc1nc(-c2ccccc2)cs1,7%,-1.4,0%,-1.5,2%,-9%,3%,.

# 15 of these compounds in another layout:
Molecule	WRN inhibitor	CCT modulator	EPAC2 ag	IL-2 act	EPAC1 antagonist	PLK1 PBD block	EPAC1 ag	PI5P4Ka inh
C=CCn1c(SCC(=O)Nc2sc3c(c2C#N)CCC(C)C3)nc2cc(C(=O)O)ccc2c1=O (centres undefined)	?	-2.3	15%	0.8	?	?	23%	-53*
CC(=O)C1=CCC(c2ccc(Cl)cc2)N(S(=O)(=O)c2ccc(C)cc2)C1 (centres undefined)	-5%&-20%	1.1&-2.7	17%&9%	-0.8&-0.5	-8%&-12%	-7%&-2%	2%&1%	6&-6
O=C(CCc1ccccc1)NCc1ccc(F)cc1	-1%	2.2	-2%	-1.8	9%	7%	1%	6
CC(C)c1cc(CNC(=O)c2ccc(OC3CCN(Cc4ccccn4)CC3)cc2)on1	1%	-0.6	-4%	5.9	3%	-28%	-16%	8
Cc1ccc(S(=O)(=O)N(CC(=O)Nc2cccnc2)c2cccc(Br)c2)cc1	-13%	-2.3	12%	0.7	-7%	-10%	3%	0
Cc1ccc2c(c1)N(CCC(=O)NC1CC1)C(=O)C(C)O2 (centres undefined)	2%	-1.7	7%	-0.3	-1%	-3%	5%	.
CCOc1ccc(-n2c(Cc3cc(=O)[nH]c(=O)[nH]3)nnc2SCC(N)=O)cc1	-10%	0.0	7%	-0.6	-4%	-9%	1%	.
CC1CN(C(=O)COC(=O)c2cc3ccccc3cc2O)CC(C)O1 (centres undefined)	-29%	2.6	-14%	2.5	1%	-13%	2%	-6
CCOc1ccc(OCCCCOc2ccccc2C(C)=O)cc1	-10%	-0.3	3%	-0.5	-19%	-1%	5%	22
CC1CCCN(C(=O)CN2C(=O)CSc3ccc(S(=O)(=O)N4CCOCC4)cc32)C1 (centres undefined)	-4%	-0.2	-1%	-2.7	-20%	27µM*	10%	0
Cc1cc(=O)nc2c3ccccc3n(CC(=O)Nc3ccccc3Br)n12	1%	-0.9	1%	1.1	-12%	-7%	1%	-7
CS(=O)(=O)c1nc(-c2ccc(Br)cc2)n[nH]1	2%	1.5	-6%	-0.3	10%	-5%	-3%	-17
CCOC(=O)c1ccc(N/N=C/c2cc(Br)cc([N+](=O)[O-])c2O)cc1	-12%[11.6 µM]	-3.4	-2%	0.0	6%	?	4%	-11
COC(=O)C1C/C(=N/NS(=O)(=O)c2ccc(C)cc2)CS1 (centres undefined)	4%	-1.9	11%	-2.8	-3%	-16%	5%	0
Cc1noc(/C=C/c2ccccc2F)c1S(=O)(=O)N1CCC(C(=O)N2CCN(C)CC2)CC1	-4%	0.7	-8%	-2.4	4%	-21%	12%	6

# Compound activity (PubChem)
